From PubChem
KCNH2 3.1 block – qHTS for Inhibitors of KCHN2 3.1: Mutant qHTS; activity change, % (tested at about 1.8 µM); U2OS KCNH2 3.1, thallium flux FluxOr; hits give low values; hit rate 0.95% among 340,000;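 active = maximum activity change below -70%; inconclusive = maximum activity change from -70% to -50%; inactive = maximum activity change above -50%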;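 also: thallium influx rate constant from kinetic fluorescence after stimulation buffer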
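Measured as rate of thallium-driven FluxOr signal in transduced U2OS cells carrying the 3.1 channel, read kinetically for 2 min upon stimulation; values are rate constants scaled to DMSO control wells.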
Numbers without * were called inactive; ? = inconclusive. % is scaled to controls: 0 for no effect and ±100 for the full control effect.

SMILES	KCNH2 3.1 block
CCOc1cc(N2CCOCC2)c(OCC)cc1NC(=O)c1cccc(S(=O)(=O)N2CC(C)OC(C)C2)c1 (centres undefined)	3.9
Cc1ccc(CN2CCC[C@]3(N[C@H](c4ccc(C)cc4)[C@@H]4C(=O)N(Cc5ccccc5)C(=O)[C@@H]43)C2=O)cc1	-1.6
CCN1CCN(C(=O)c2ccc(CS(=O)(=O)Cc3ccccc3Cl)o2)CC1	11.1
COc1cc(C(C)=O)ccc1OCC(=O)N1CCCC1c1ccc2c(c1)OCCCO2 (centres undefined)	1.2
COc1ccccc1NC(=O)N(C)C[C@@H]1OCc2ccccc2-c2c(n(C)c3ccccc23)C(=O)N([C@H](C)CO)C[C@@H]1C	12.0
COc1ccccc1CC(=O)Nc1cc(C)on1	6.2
COc1ccc([C@@H]2C[C@H]3[C@@H](CN2S(=O)(=O)c2ccccc2)C(=O)C[C@@H](c2cccc4ccccc24)N3S(=O)(=O)c2ccc(C)cc2)cc1	-5.0
CCOCc1nc2nc(Cl)c(Cl)nc2[nH]1	3.2
Cn1cccc1CN1CCC[C@]2(N[C@H](c3ccc(C(F)(F)F)cc3)[C@@H]3C(=O)N(Cc4ccccc4)C(=O)[C@@H]32)C1=O	-19.5
Clc1ccc(Br)c(-c2nc3ccccc3[nH]2)c1	-8.1
C[C@H]1CN([C@@H](C)CO)C(=O)CCCn2nncc2CO[C@H]1CN(C)C(=O)Nc1ccccc1	-15.2
COc1ccc(OC)c(C(=O)CCCCC(=O)c2cc(OC)ccc2OC)c1	-5.5
COc1ccccc1S(=O)(=O)N(C)C[C@@H]1OCc2cnnn2CCCC(=O)N([C@H](C)CO)C[C@@H]1C	-6.0
C[C@H]1CN([C@@H](C)CO)S(=O)(=O)c2ccc(C#CC(C)(C)O)cc2O[C@H]1CN(C)Cc1ccccc1	-15.2
CC(=O)Nc1cccc(C(=O)Nc2cc(C(F)(F)F)ccc2-n2cncn2)c1	-47.3
CCOc1ccccc1C(=O)Nc1nnc(SCC(=O)N2CCCC2)s1	-0.3
COCC1CCN(C(=O)c2ccc3oc(CCc4ccccc4)nc3c2)C1 (centres undefined)	3.8
O=C(CN1C(=O)CSc2ccc(S(=O)(=O)N3CCOCC3)cc21)NCc1c(F)cccc1Cl	-0.8
CCn1c(SCC(=O)NC2CC2)nc2ccccc21	-3.3
C[C@@H]1CN([C@H](C)CO)C(=O)CCCn2nncc2CO[C@H]1CN(C)S(=O)(=O)c1cccs1	-8.8

Structures above containing fluorine (three):
SMILES	KCNH2 3.1 block
Cn1cccc1CN1CCC[C@]2(N[C@H](c3ccc(C(F)(F)F)cc3)[C@@H]3C(=O)N(Cc4ccccc4)C(=O)[C@@H]32)C1=O	-19.5
CC(=O)Nc1cccc(C(=O)Nc2cc(C(F)(F)F)ccc2-n2cncn2)c1	-47.3
O=C(CN1C(=O)CSc2ccc(S(=O)(=O)N3CCOCC3)cc21)NCc1c(F)cccc1Cl	-0.8

Given with bars between the fields: part of the list above.
SMILES | KCNH2 3.1 block
COCC1CCN(C(=O)c2ccc3oc(CCc4ccccc4)nc3c2)C1 (centres undefined) | 3.8
C[C@H]1CN([C@@H](C)CO)S(=O)(=O)c2ccc(C#CC(C)(C)O)cc2O[C@H]1CN(C)Cc1ccccc1 | -15.2
Cc1ccc(CN2CCC[C@]3(N[C@H](c4ccc(C)cc4)[C@@H]4C(=O)N(Cc5ccccc5)C(=O)[C@@H]43)C2=O)cc1 | -1.6
COc1ccccc1NC(=O)N(C)C[C@@H]1OCc2ccccc2-c2c(n(C)c3ccccc23)C(=O)N([C@H](C)CO)C[C@@H]1C | 12.0

Next part:
SMILES	KCNH2 3.1 block
CC(=O)c1c(C)[nH]c(C(=O)NCc2ccc(Cl)cc2)c1C	1.9
CC(=O)Nc1ccc(-c2cc(C(=O)O)c3cc4ccccc4cc3n2)cc1	4.5
CCOC(=O)N(C)C[C@H]1OCc2cnnn2CCCC(=O)N([C@@H](C)CO)C[C@H]1C	21.8
COCCN(CC(=O)Nc1cccc(C)c1C)C(=O)/C=C/c1ccc2c(c1)OCCO2	3.0
CC1(C)N=C(N)N=C(N)N1c1ccc(OCC(=O)N2CCOCC2)cc1	-5.2
CC(C)N1CC2(CC(c3ccccc3F)=NO2)CN1C(=O)c1ccco1 (centres undefined)	17.0
C[C@H]1CN([C@@H](C)CO)C(=O)CCCn2nncc2CO[C@@H]1CN(C)Cc1ccc(C(F)(F)F)cc1	-2.9
CC1=C2C3OC(=O)C(C)C3CCC2(C)C=C(Cl)C1=O (centres undefined)	-0.5
Cn1c(=O)n(C)c2cc(NC(=O)c3ccccc3)ccc21	14.4
COC(=O)[C@H]1C[C@H](OC(=O)NCC2CCCCC2)[C@@]2(O)CN(S(=O)(=O)c3ccc(C)cc3)CC2[C@H]1C(=O)OC (some centres undefined)	-11.3
COC(=O)c1ccc(CNC(=O)C2CCC(=O)N(CCc3ccccn3)C2)cc1 (centres undefined)	-9.9
C[C@H](CO)N1C[C@H](C)[C@@H](CN(C)C(=O)Nc2ccccc2F)Oc2cc(Br)ccc2S1(=O)=O	5.0
CC1=C(C(=O)Nc2ccc(C(=O)NCCCN3CCCCC3C)cc2)SCCO1 (centres undefined)	-19.1
O=C1NN(c2ccccc2)C(=O)C1=Cc1ccccc1	0.1
C#CCN(C[C@H]1[C@H](OC(=O)NCCCCCC)[C@H](OC(=O)NCCCCCC)C[C@H]2C(=O)N(c3ccccc3)C(=O)[C@@H]12)S(=O)(=O)c1ccc(C)cc1	2.6
Cc1ccc(NCC(=O)Nc2ccc(F)c(Cl)c2)cc1S(=O)(=O)N1CCOCC1	-1.4
N#CC(c1ccccc1)C(CC(=O)c1ccccc1)c1ccccc1 (centres undefined)	-9.1
CCOc1ccc(OCC)c(NC(=O)C2C3C=CC(O3)C2C(=O)O)c1 (centres undefined)	-3.7
Cn1c(SCC(=O)NC2CCCCC2)nnc1C(F)(F)F	15.0
Cc1ccc2ccccc2c1NC(=O)CNCc1ccccc1	13.1
COC(=O)c1ccc(CSc2ccccc2NC(=S)Nc2cccc(C(F)(F)F)c2)o1	4.4
Cc1ccsc1CN(C)CC(=O)N(C)CC(=O)Nc1c(Cl)cccc1Cl	-4.0
O=C(/C=C/c1ccccc1Cl)OCC(=O)N1CCc2ccccc21	16.1
CCCCCC(=O)N1C[C@@H](O)[C@H](n2cc(-c3ccc(F)cc3)nn2)C[C@@H]1c1ccc(C)cc1	-30.0
Cc1ccc([C@H]2C[C@H](O)[C@@H](n3cc(-c4ccc(F)cc4)nn3)CN2CC2CCCCC2)cc1	5.8
CSc1nsc(NN)n1	-4.6
CCC(CC)c1nnc(NC(=O)Cc2c[nH]c3ccccc23)s1	4.0
COCCn1c(=S)[nH]c2cc(C(=O)NCc3ccccc3)ccc2c1=O	15.6
O=[N+]([O-])c1ccc(N2CCN(Cc3ccccc3)CC2)c2c1no[n+]2[O-]	5.4
C#CCN(C[C@@H]1[C@@H](OC(=O)NCc2ccccc2)[C@@H](OC(=O)NCc2ccccc2)Cn2c(=O)n(CCCCCC)c(=O)n21)S(=O)(=O)c1ccc(C)cc1	-2.8
O=C(C[C@H]1C(=O)N(Cc2ccccc2)C[C@@H]1Cc1ccccc1)Nc1ccc(Br)cc1	-44.3
C[C@@H]1CN([C@H](C)CO)S(=O)(=O)c2ccc(Br)cc2O[C@@H]1CN(C)C(=O)Nc1ccc(C(F)(F)F)cc1	-14.0
COc1cccc(-c2n[nH]nc2C2=CC(=O)C[C@H](c3ccc(F)cc3)C2)c1	-5.6
FC(F)(F)C(F)(F)c1nc2nc(Cl)c(Cl)nc2[nH]1	4.3
COc1cc(C(=O)N(Cc2ccccc2)c2cccc(C)c2)ccc1OCC(=O)N1CCOCC1	5.5
Cc1ccccc1Nc1nc(N)nc(COC(=O)c2ccc3c(c2)OCCO3)n1	-5.1
Cc1cn([C@H]2C[C@H](O)[C@@H](CNCc3ccc(C#CCCO)cc3)O2)c(=O)[nH]c1=O	-10.0
CC(C)CC1C(=O)N(Cc2cn(CCC3OCCCO3)nn2)CCS(=O)(=O)N1Cc1ccc(-c2ccc(F)cc2)cc1 (centres undefined)	-22.2
C=CCn1c(SCC(=O)Nc2cc(C)on2)nnc1-c1ccncc1	2.6
C[C@@H]1CN([C@@H](C)CO)C(=O)c2cc(C#Cc3ccccc3)cnc2O[C@@H]1CN(C)Cc1ccccn1	-6.1

Entries above with bromine:
SMILES	KCNH2 3.1 block
Clc1ccc(Br)c(-c2nc3ccccc3[nH]2)c1	-8.1
C[C@H](CO)N1C[C@H](C)[C@@H](CN(C)C(=O)Nc2ccccc2F)Oc2cc(Br)ccc2S1(=O)=O	5.0
O=C(C[C@H]1C(=O)N(Cc2ccccc2)C[C@@H]1Cc1ccccc1)Nc1ccc(Br)cc1	-44.3
C[C@@H]1CN([C@H](C)CO)S(=O)(=O)c2ccc(Br)cc2O[C@@H]1CN(C)C(=O)Nc1ccc(C(F)(F)F)cc1	-14.0

Remaining list, next part:
SMILES	KCNH2 3.1 block
CC1CCC2(CC1)NC(=O)N(CC(=O)Nc1ccc(N3CCCCC3)cc1)C2=O (centres undefined)	5.7
Cc1ccc(CNS(=O)(=O)c2ccc(-n3cccn3)cc2)cc1	1.2
Cn1c(SCC(=O)NC2CCCCC2)nc2c(c1=O)SCC2	1.7
COc1ccc(-c2cc3nc(C)c(C)c(N4CCN(C(=O)c5ccoc5)CC4)n3n2)cc1	21.4
O=C(Nc1ccc(Cl)cc1)c1cc(S(=O)(=O)N2CCCCC2)ccc1N1CCOCC1	-4.4
COc1ccc(C2CCc3cc(OC)c(OC)cc3C2NC=O)cc1OC (centres undefined)	10.4
COC(=O)c1ccccc1N=NNc1ccc([N+](=O)[O-])cc1	5.4
C[C@@H]1CCCCO[C@H](CN(C)Cc2ccc(C(=O)O)cc2)[C@@H](C)CN([C@H](C)CO)C(=O)c2cc(N(C)C)ccc2O1	4.7
O=C(Nc1ccn(CCCNC2CCN(Cc3ccccc3)CC2)c(=O)n1)OCc1ccccc1	?
COCCCN(Cc1cc(OC)c(OC)c(OC)c1)C(=S)Nc1cccc(Cl)c1	6.3
Cc1cc2nc(CN(C)C(=O)C3CCC(=O)N(C4CCCC4)C3)[nH]c2cc1C (centres undefined)	21.7
O=C(Nc1ccn(CCCN2CCN(c3ncccn3)CC2)c(=O)n1)OCc1ccccc1	-2.4
CC(=O)c1c(C)[nH]c(C(=O)OC(C)C(=O)NC2CCCCC2)c1C (centres undefined)	2.9
Cc1ccc(Nc2nc(C)cc(C)c2C#N)c(C)c1	3.3
Cc1ccccc1S(=O)(=O)N(C)C[C@@H]1OCc2cnnn2CCCC(=O)N([C@H](C)CO)C[C@H]1C	1.1
COc1cccc(-c2ccccc2C2=CC(=O)CC(C)(C)C2=O)c1	-7.2
Cc1ccc(S(=O)(=O)N2CC3(O)CN(C(=O)OC(C)C)N(C(=O)OC(C)C)CC3(OC(=O)NCc3ccccc3)C2)cc1 (centres undefined)	-0.9
Cc1ccc(S(=O)(=O)N2C[C@H]3N(C(=O)OC(C)C)N(C(=O)OC(C)C)C[C@H](OC(=O)NC4CCCC4)[C@@]3(O)C2)cc1	-5.2
CC1=C(C(=O)N2CCOCC2)CC(CC(=O)NC2CC2)C(=O)N1Cc1ccc(C(C)(C)C)cc1 (centres undefined)	-12.8
COc1ccc([C@H]2N[C@]3(CCCN(Cc4cccn4C)C3=O)[C@H]3C(=O)N(Cc4ccccc4)C(=O)[C@@H]23)cc1	-4.2
COc1cccc(OC)c1C(=O)OCC(=O)NCC1CCCCC1	1.7
COc1ccccc1-c1noc2c1C(=O)NCC2	4.0
O=[N+]([O-])c1ccc(O)c(C=NN2CCCCC2)c1	9.6
O=C(COn1nnc2ccc(S(=O)(=O)N3CCOCC3)cc21)NCc1cccc(Cl)c1	-2.8
Cc1ccc([C@H]2N[C@]3(CCCN(Cc4ccco4)C3=O)[C@H]3C(=O)N(Cc4ccccc4)C(=O)[C@@H]23)cc1	22.6
O=C(Nc1ccccc1Cl)OCC#CCOC(=O)Nc1ccccc1Cl	-12.1
CCCCN1C(=O)C(CC(=O)NCCCN(C)C)CC(C(=O)N(CC)CC)=C1C (centres undefined)	2.6
COc1ccc(CCN2CC(C(=O)NCCCc3ccncc3)CCC2=O)cc1 (centres undefined)	-7.7
Cc1oc(-c2ccc(F)cc2F)nc1CN1CCN(C(=O)c2ccco2)CC1	-0.1
Cc1ccc(N(CC(=O)NC(C)C)C(=O)CCC(=O)Nc2ccccn2)c(C)c1	-8.3

Among those listed so far, these contain a cyano group:
SMILES	KCNH2 3.1 block
N#CC(c1ccccc1)C(CC(=O)c1ccccc1)c1ccccc1 (centres undefined)	-9.1
Cc1ccc(Nc2nc(C)cc(C)c2C#N)c(C)c1	3.3

These rows are one share of the data; rates above refer to the full screens.
